Screening data: PubChem, several laboratories
Diaph act CS – diaphorase activation or chemical reduction counter-screen; Diaphorase/resazurin coupled assay, resorufin fluorescence, 16 min; stronger effect = higher value; 1 = vehicle wells, 0 = NADH-free wells; 190,000 compounds, 0.005% hits; activation factor at 20 µM;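 active = diaphorase activity raised at least twofold by the compound at 20 µM; inactive = activation factor below 2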
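Material: bacterial diaphorase enzyme (C. kluyveri); amount: enzyme 0.07 U/mL final; reagent: NADH substrate 0.114 mM plus resazurin dye 0.1 mM, final; doses: single compound dose of 20 µM, 1% DMSO final; timing: 16 min enzyme reaction, ambient temperature; measured by: fluorescence of resorufin, 544 nm excitation, 590 nm emission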
TNAP inh hi DEA – TNAP (human) inhibition, high acceptor | purified TNAP, CDP-star luminescence, 1 M DEA | inhibition, % at 20 µM | 200,000 compounds, 0.03% hits | AID 1135;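 active = over 50% inhibition of tissue-nonspecific alkaline phosphatase at 20 µM in the single-dose screen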;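 also: plate controls were DMSO wells for no effect and EDTA-quenched wells as full inhibition for full effect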
Target sequence (P05186 whole entry, looked up): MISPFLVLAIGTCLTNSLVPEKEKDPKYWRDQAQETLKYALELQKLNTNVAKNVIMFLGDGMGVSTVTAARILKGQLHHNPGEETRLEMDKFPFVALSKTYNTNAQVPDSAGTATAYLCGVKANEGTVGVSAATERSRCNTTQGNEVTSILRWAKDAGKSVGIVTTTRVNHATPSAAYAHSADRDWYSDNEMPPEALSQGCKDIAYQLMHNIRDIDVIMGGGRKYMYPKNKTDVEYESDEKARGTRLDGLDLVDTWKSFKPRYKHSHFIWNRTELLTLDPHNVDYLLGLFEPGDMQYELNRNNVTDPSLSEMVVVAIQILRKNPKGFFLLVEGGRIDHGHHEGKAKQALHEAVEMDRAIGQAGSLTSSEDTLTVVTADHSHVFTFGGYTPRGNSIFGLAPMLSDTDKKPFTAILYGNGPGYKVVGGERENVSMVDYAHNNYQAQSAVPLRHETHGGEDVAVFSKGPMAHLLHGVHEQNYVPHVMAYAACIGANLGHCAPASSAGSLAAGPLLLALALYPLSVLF
L major viab – Leishmania major promastigote growth inhibition; Leishmania major promastigotes, resazurin fluorescence viability; inhibition, % at 10 µM; 200,000 compounds, 9% hits; AID 1063; in the data active = inhibition above about 50%;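 also: promastigotes grown with compound for 44 hours at 28 °C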
Diaphorase inh – inhibits diaphorase or chemically oxidizes, flagging diaphorase assay artifacts. diaphorase resazurin-to-resorufin fluorescence, NADH, 16 min; bacterial (C. kluyveri) enzyme, not human. inhibition, % at 20 µM. 190,000 compounds, 0.69% hits;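 active = primary screen inhibition at 20 µM above a set limit, cut at about 50% in these data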;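 also: plate controls were DMSO with full reaction for no effect and wells lacking NADH for full effect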
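Test system: bacterial diaphorase enzyme (C. kluyveri); Quantity: 0.14 U/mL diaphorase, enzyme working solution; Times: reaction incubation of 16 min at room temperature; Measured by: fluorescence of resorufin formed from resazurin, Ex 544/Em 590 nm; Benchmarks: positive control minus NADH, DMSO neutral control.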
PMI activator – phosphomannose isomerase (human) activation | purified human PMI, coupled resazurin fluorescence, 20 min; stronger effect = higher value; 1 = vehicle control, 0 substrate-free wells | 190,000 compounds, 0.005% hits | AID 1214 | activation factor at 20 µM | P34949;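 active = activation factor of 2 or more at 20 µM, relative to plate controls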
Target sequence (P34949 whole entry, looked up): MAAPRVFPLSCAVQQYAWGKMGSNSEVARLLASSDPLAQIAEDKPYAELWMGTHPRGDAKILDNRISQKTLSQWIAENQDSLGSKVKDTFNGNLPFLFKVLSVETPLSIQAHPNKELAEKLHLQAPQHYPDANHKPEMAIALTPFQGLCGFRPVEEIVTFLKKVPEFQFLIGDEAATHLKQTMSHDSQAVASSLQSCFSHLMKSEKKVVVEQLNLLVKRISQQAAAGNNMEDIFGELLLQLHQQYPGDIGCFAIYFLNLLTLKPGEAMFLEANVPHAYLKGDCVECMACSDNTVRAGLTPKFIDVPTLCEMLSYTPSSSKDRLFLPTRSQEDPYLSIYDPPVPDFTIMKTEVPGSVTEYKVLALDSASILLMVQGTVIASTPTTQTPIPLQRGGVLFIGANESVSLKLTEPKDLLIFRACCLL
bIAP inh – intestinal alkaline phosphatase (bovine) inhibition; inhibition, % at 20 µM; purified bovine IAP, CDP-star luminescence, 30 min; 190,000 tested, under 10 active;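 active = over 50% inhibition of intestinal alkaline phosphatase at 20 µM in the single-dose screen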
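Incubation: 30 min reaction at room temperature / Material: purified bovine intestinal alkaline phosphatase (IAP) enzyme / Input: enzyme at 1/65,000,000 dilution / Dosing: 20 µM single dose / Signal: CDP-star luminescence signal / Reagent: CDP-star chemiluminescent phosphatase substrate, 30 µM final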
TNAP inh noacc – inhibitors of human TNAP without phosphate acceptor | P05186 | purified TNAP, CDP-star luminescence, 30 min | inhibition, % at 20 µM | 200,000 compounds, 0.26% hits | AID 1012;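 active = tissue-nonspecific alkaline phosphatase inhibition above about 50% at 20 µM in the single-dose screen, limit read from the data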;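 also: 0% = DMSO negative control and 100% = EDTA positive control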
bIAP act – intestinal alkaline phosphatase (bovine) activation; 200,000 compounds, 0.17% hits; purified bovine IAP, CDP-star luminescence, 30 min; stronger effect = higher value; fold of DMSO-control signal, blank-subtracted; activation factor at 20 µM;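 active = activation factor of 2 or more at 20 µM, a signal rise over negative controls twice the positive control's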
PMI act hi M6P – activators of human phosphomannose isomerase at near-saturating mannose 6-phosphate. P34949. coupled PMI enzyme assay, resazurin fluorescence, 20 min; stronger effect = higher value; 1 = untreated enzyme, 0 = substrate-free blank. activation factor at 20 µM. 190,000 compounds, 0.34% hits;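 active = activation factor of 2 or more at 20 µM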
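Material: human phosphomannose isomerase with PGI, G6PDH, diaphorase coupling enzymes; amount: PMI at 15 ng/mL final; also added: Mannose-6-phosphate 1.0 mM (near-saturating) plus 0.22 mM NADP+; incubation: enzyme reaction with compound 20 min at room temperature; signal: resorufin fluorescence (Ex 544/Em 590 nm) from resazurin via diaphorase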
TNAP act hi DEA – TNAP (human) activation, high acceptor; P05186; purified TNAP, CDP-star luminescence, 1 M DEA, 30 min; stronger effect = higher value; 0 = EDTA background, 1 = DMSO-only activity; activation factor at 20 µM; 200,000 tested, under 10 active;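 active = activation factor at least 2 at 20 µM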
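Control set: EDTA negative control, DMSO positive control / Assay system: human TNAP / Quantity: TNAP 1/800 final / Evaluation: TNAP activation factor scaled between EDTA and DMSO control wells / Measured by: luminescent substrate turnover signal / Compound dosing: one dose, 20 µM / Times: 30 min enzyme reaction at room temperature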
Starred values were filed as active, the others as inactive.

SMILES	Diaph act CS	TNAP inh hi DEA	L major viab	Diaphorase inh	PMI activator	bIAP inh	TNAP inh noacc	bIAP act	PMI act hi M6P	TNAP act hi DEA
N=c1c2c3c(sc2nc2n1CCCCC2)CCCCC3	0.9	-6	7	11	1	-4	-7	1	1	1.1
Nc1nc2ccccc2n1CCOc1ccccc1Cl	0.9	-5	100*	10	1.1	-2	2	1	1.2	1.1
CCCCN(CCCNC(=O)c1ccc2nc(N3CCOCC3)sc2c1)Cc1ccccc1	0.9	-12	36	7	1	-37	-27	1.4	1	1.1
O=C(NCCCN1CCOCC1)c1ccc2c(=O)n(CCc3ccccc3)c(=O)[nH]c2c1	0.9	0	0	6	1	4	-6	1	1	1
Cc1nc2ccccc2c2oc(C(=O)NCc3ccccn3)cc12	0.9	0	9	5	0.9	-4	-14	1	1	1
COc1cc(Cl)c(C)cc1NC(C)C(=O)Nc1cc(C(F)(F)F)ccc1N1CCOCC1 (stereo unspecified)	0.8	-4	6	21	0.7	3	-9	1	0.9	1
C/C(=N\N=c1/sc2ccccc2n1C)c1ccccn1	0.9	4	-2	7	1	3	-3	1	1	1
Nn1c(CSc2nc3ccccc3o2)nnc1CSc1nc2ccccc2o1	0.9	-3	2	9	0.9	4	-10	1	0.9	1
CC1CN(C(=S)SCCN2C(=O)CCC2=O)CC(C)O1 (stereo unspecified)	0.9	-10	-4	15	0.9	-5	-12	1.1	0.9	1.1
CCN=C(NCC)SC1CC(=O)N(c2ccc(F)cc2)C1=O (stereo unspecified)	0.9	0	-1	9	1.1	-9	-13	1.1	0.6	1
CCOc1c(C)cc2[nH]c(CCC(=O)O)nc2c1C	1.1	-3	-4	-7	1.2	17	-10	0.8	1.2	1
CN(C)CCC(c1ccc(Br)cc1)c1ccccn1 (stereo unspecified)	0.8	-5	-6	17	1	9	-11	0.9	1	1.1
COc1ccc(N2CCN(C(c3cccs3)c3nnnn3C3CCCC3)CC2)cc1 (stereo unspecified)	0.7	-7	20	29	0.7	8	-10	0.9	0.8	1.1
O=C(c1cccc(C(F)(F)F)c1)c1c[nH]c(C(=O)NCC2CCCO2)c1 (stereo unspecified)	0.8	-4	-6	16	1	-2	-1	1	0.9	1
Cc1ccc(-n2c(C)cc(C(=O)CN3C(=O)C(=O)N(C4CCCC4)C3=O)c2C)cc1	0.8	-6	-6	22	0.9	-1	-4	1	0.8	1.1
CCc1cc(C(=O)COc2ccc(F)cc2)c(O)cc1O	0.8	-5	-1	17	0.8	14	-12	0.9	1	1
Cc1cc(NCCN2CCOCC2)n2nc(C)c(-c3ccc(Cl)cc3)c2n1	1	2	94*	5	0.9	-25	-2	1.2	1	1
O=C(CCn1c(=O)c2ccccc2n(Cc2cccc([N+](=O)[O-])c2)c1=O)N1CCc2ccccc2C1	0.8	-3	-3	20	0.9	-27	-5	1.3	1.1	1
C=CCNc1nc(C)c(C(C)=O)cc1C#N	1	-4	-2	2	1	9	-8	0.9	1	1
CCC(C)Nc1nc(OCC(F)(F)F)nc(OCC(F)(F)F)n1 (stereo unspecified)	0.9	-5	5	12	1.1	5	-2	0.9	1	1
O=S(=O)(c1ccc(N2CCC(c3ccc(Cl)cc3)=N2)cc1)N(CCO)CCO	1.1	12	-5	-5	1.1	-168	-55	2.7*	1.1	0.9
CCc1ccc2[nH]c(=O)c(CN(CCCO)C(=O)NCc3ccccc3)cc2c1	0.9	0	5	9	1	1	-3	1	0.9	1
COc1ccccc1OCc1ccc(C(=O)NCc2cccnc2)o1	0.8	-3	-3	15	0.9	8	-9	0.9	0.9	1
Cn1c(-c2ccc(F)cc2)cnc1SCC(=O)N1CCCc2ccccc21	0.9	-2	-3	14	1	-33	-6	1.3	1	1
O=S(=O)(Cc1ccccc1)N1CCN(Cc2ccccc2)CC1	0.9	-6	1	10	1.3	8	-14	0.9	1.5	1.1
O=C(NC1CCCCC1)C(c1cccnc1)N(C(=O)c1ccc(Cl)nc1)C1CCCCC1 (stereo unspecified)	1.1	6	56*	-10	1.1	-5	2	1.1	1.1	0.9
COc1ccccc1NC(=O)CCC(=O)O	0.9	-2	-7	13	0.9	4	-10	1	0.9	1
Cc1cc(C)n2nc(C(=O)NCc3ccccc3)nc2n1	0.8	-6	-2	18	0.9	15	-18	0.8	0.9	1.1
CCOC(=O)N1CCN(c2c(NCc3ccccn3)c(=O)c2=O)CC1	0.9	-2	0	10	1	6	4	0.9	0.9	1
CCN1CCN(CCC(=O)Nc2ccccc2OC)CC1	0.9	-8	-2	7	1.1	6	-16	0.9	1	1.1

Brought forward from above: 5 compounds, then new ones.
SMILES	Diaph act CS	TNAP inh hi DEA	L major viab	Diaphorase inh	PMI activator	bIAP inh	TNAP inh noacc	bIAP act	PMI act hi M6P	TNAP act hi DEA
O=C(NC1CCCCC1)C(c1cccnc1)N(C(=O)c1ccc(Cl)nc1)C1CCCCC1 (stereo unspecified)	1.1	6	56*	-10	1.1	-5	2	1.1	1.1	0.9
COc1ccccc1NC(=O)CCC(=O)O	0.9	-2	-7	13	0.9	4	-10	1	0.9	1
Cc1cc(C)n2nc(C(=O)NCc3ccccc3)nc2n1	0.8	-6	-2	18	0.9	15	-18	0.8	0.9	1.1
CCOC(=O)N1CCN(c2c(NCc3ccccn3)c(=O)c2=O)CC1	0.9	-2	0	10	1	6	4	0.9	0.9	1
CCN1CCN(CCC(=O)Nc2ccccc2OC)CC1	0.9	-8	-2	7	1.1	6	-16	0.9	1	1.1
O=C(/C=C/c1ccc(S(=O)(=O)N2CCOCC2)cc1)NC(=S)NCCCn1ccnc1	0.9	-5	23	6	1	1	4	1	1	1.1
Cc1cc(Br)ccc1NC(=O)c1ccccc1-c1ccccc1	0.7	-4	3	34	0.8	-48	-8	1.5	0.8	1
Cc1nnc(SCC(=O)NC2CCCCC2)n1C1CCCCC1	0.9	2	-8	7	1	8	-4	0.9	0.9	1
Cc1c(Br)c([N+](=O)[O-])nn1CC(=O)Nc1cccc2nonc12	0.9	0	-3	14	1	-9	-9	1.1	0.8	1
COc1ccc(NC(=O)c2ccc3nc[nH]c3c2)c(OC)c1	1	2	3	3	0.9	-19	-41	1.2	0.8	1
CCOc1ccc(C(=O)Nc2cnn(Cc3ccc(Cl)c(Cl)c3)c2)cc1	0.8	-3	4	18	0.9	-2	-6	1	0.9	1
CC(=O)c1cccc(NC(=S)N2c3ccccc3CC2C)c1 (stereo unspecified)	1	-2	2	2	1	10	-10	0.9	1	1
COc1ccc(Cn2nnnc2C(c2cccs2)N2CCN(c3ccc([N+](=O)[O-])cc3)CC2)cc1 (stereo unspecified)	0.8	-2	44	24	0.8	47	-5	0.5	0.8	1
Cc1ccc(/C=N/NC(=O)COc2ccccc2-c2ccccc2)cc1	0.9	3	5	11	0.8	10	-10	0.9	0.9	1
O=C(NNC(=O)c1cccs1)c1ccc(Cl)c(Cl)c1	0.9	-6	-5	11	1	3	-13	1	1.1	1.1
CCOC(=O)c1c2c3c(cccc3[nH]c1=O)C(=O)c1ccccc1-2	0.6	3	19	37	1.4	4	-7	1	1.3	1
COc1ccc(NC(=O)COC(=O)Cc2ccccc2[N+](=O)[O-])cc1OC	1	0	-2	-3	1.1	0	-9	1	1	1
Cc1cccc(-n2c(SCC(=O)Nc3nnc(C)s3)nnc2-c2ccoc2C)c1	0.8	2	-5	16	0.9	-3	-4	1	0.9	1
Cc1c(O)c2c(=O)n(-c3ccccc3)c(-c3ccccc3)cc2oc1=O	0.8	-5	29	17	1	-16	-10	1.2	1	1.1
O=C(COc1ccc(Cl)cc1)NCCSCc1cccc(Cl)c1	0.7	-8	-4	30	0.8	15	-12	0.8	0.9	1.1
Cc1c(CC(Cl)(Cl)Cl)c2c(n1O)CC(C)(C)CC2=O	0.9	-6	3	10	1	6	-12	0.9	1.1	1.1
COc1ccc(N(CC(=O)O)S(=O)(=O)c2cccnc2)cc1	0.9	-5	-5	8	1	3	-7	1	1	1.1
N/C(CN1CCCC1=O)=N\OC(=O)c1ccc(Cl)cc1	0.9	-3	-1	7	1	16	-10	0.8	1	1
Cc1cc(NCc2ccccc2Cl)n2nnnc2n1	1.1	-3	2	-14	1	5	4	0.9	1.1	1
CCCc1nc(SCC(=O)Nc2ccccc2OC)c2c(=O)n(C)c(=O)n(C)c2n1	0.8	4	-10	25	0.8	15	0	0.8	0.8	1
Cc1ccc(S(=O)(=O)N2CCCCC2)c(C)c1NS(C)(=O)=O	1	-6	0	-3	1	-4	-10	1	1.1	1.1
COC(=O)Cc1ccc(NC(=S)NCc2ccc(Cl)cc2)cc1	0.8	3	0	17	0.9	-3	-9	1	0.9	1
CN(Cc1cccnc1)Cc1cn(C)nc1-c1ccc(Oc2ccccc2)cc1	0.9	-4	23	7	0.5	11	6	0.9	1	1
CN1CCN(c2ccc(Cl)cc2NC(=O)/C=C/c2cccc(F)c2)CC1	1.1	0	45	-13	1	-11	3	1.1	1	1
CC12CN3CC(C)(CN(C1)C3c1cc3ccccc3[nH]1)C2=O (stereo unspecified)	0.9	-2	-10	6	1	-2	-8	1	1	1
CC1=NN(C(N)=S)C(=O)C1N=Nc1ccc(O)cc1 (stereo unspecified)	0.6	19	58*	41	1	35	21	0.7	0.9	0.8
CCOc1ccc(OCC)c(S(=O)(=O)NCc2cccnc2)c1	0.9	-1	-4	5	1	6	-6	0.9	1	1
CCOc1ccc(-n2cc(C(=O)NC(C)C)c3cc(OC)c(OC)cc3c2=O)cc1	0.9	2	1	11	0.9	-9	-10	1.1	0.9	1
O=C(COC(=O)CCC(=O)c1cccs1)NCc1ccccc1	1	-3	-1	2	1.2	2	-15	1	1.1	1
CC(C)c1ccc(NC(=O)c2ccc(NS(C)(=O)=O)cc2)cc1	1.1	-2	-3	-8	1	-10	-8	1.1	1	1
COCCn1c(C)cc(C(=O)COC(=O)c2cc3c(s2)CCC3)c1C	0.7	-9	-4	27	1	13	-5	0.9	0.9	1.1
